Compound activity from PubChem BioAssay.
BAZ2B inh = blocks human BAZ2B; Q9UIF8; AlphaScreen BAZ2B-H3K14Ac peptide displacement; hit rate 4.4% among 360,000; Potency, µM (doses to about 114 µM), for the others: at the highest dose activity change, negative = inhibition, actives largely listed as inhibitors; also: % is scaled to controls: 0 for no effect and ±100 for the full control effect; nearly all actives have a fitted effect of over 60% in size
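Inhibition is scored as reduced AlphaScreen emission. The BAZ2B/b-H3(5-23)K14Ac complex (50 nM each) in PBS pH 7.4, 0.01% Tween-20 meets compound (up to 110 uM) for 30 min at RT before bead addition.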
G9a block = blocks human histone lysine methyltransferase G9a; hit rate 8.8% among 350,000; G9a H3K9 monomethylation, AlphaScreen, 2 h; AID 504332; Potency, µM (titrated, usually from 102 µM), for the others: at the highest dose activity, negative = inhibition, usual class: inhibitors; Q96KQ7; also: % is scaled to controls: 0 for no effect and ±100 for the full control effect; nearly all actives have a fitted effect of over 75% in size
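AlphaScreen read-out: biotin-H3K9 peptide (500 nM) methylation by 20 nM enzyme with 20 uM SAM, 2 h at room temperature after 15 min compound preincubation; anti-monomethyl H3K9 antibody plus donor/acceptor beads, 10 min dark.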
JMJD2A Tudor = blocks the human JMJD2A Tudor domain. Potency, µM (doses to about 114 µM), for the others: at the top dose activity change, negative = inhibition, most hits filed as inhibitors. hit rate 4.4% among 390,000. AlphaScreen JMJD2A-Tudor / H3K4me3 peptide binding. AID 504339. O75164; also: % is scaled to controls: 0 for no effect and ±100 for the full control effect; nearly all actives have a fitted effect of over 50% in size
APEX1 inh = blocks human APE1 abasic DNA cleavage; P27695; recombinant APE1, TAMRA/BHQ-2 abasic DNA cleavage fluorescence; Potency, µM (doses to about 65.8 µM), inactives show at the highest dose activity change, negative = inhibition, actives largely listed as inhibitors; hit rate 0.35% among 350,000; AID 2517;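 also: plate controls were vehicle for no effect and reference inhibitor for full effect; nearly all actives have a fitted effect of over 55% in size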
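APE1 at 0.75 nM preincubated 15 min at room temperature with compound. Reaction then started with 50 nM double-stranded THF-abasic substrate labelled with TAMRA/BHQ-2, and 525/598 nm fluorescence read kinetically. Activity taken as third-minus-first read difference, normalized to DMSO and NSC13755 controls.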
POLI inh = blocks human DNA polymerase iota activity; Potency, µM (series often up to 115 µM), for the others: at the highest dose activity, negative = inhibition, usual class: inhibitors; AID 588590; Q9UNA4; Pol iota fluorescent replication assay, 10 min; hit rate 1% among 390,000
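Pol iota at 10 nM preincubated 15 min with compounds at room temperature; reaction started with fluorescent substrate, 50 nM final. Fluorescence read kinetically at 0 and 10 min; buffer-only wells as negative control.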
BLM inh = Bloom syndrome helicase (human) inhibition; P54132; recombinant BLM DNA unwinding, fluorescence dequenching; Potency, µM (series often up to 56.1 µM), for inactives: top-dose activity change, negative = inhibition, most hits filed as inhibitors; hit rate 0.2% among 350,000;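 also: plate controls were vehicle for no effect and no enzyme for full effect; nearly all actives have a fitted effect of over 35% in size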
POLB inh = DNA polymerase beta (human) inhibition | AID 485314 | P06746 | Pol beta primer extension/strand displacement, fluorescence kinetic | Potency, µM (highest dose often 114 µM), inactives show at the top dose activity change, negative = inhibition, actives largely listed as inhibitors | hit rate 1.3% among 340,000; also: % is scaled to controls: 0 for no effect and ±100 for the full control effect
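Pol beta (10 nM) and compounds were preincubated 15 min at room temperature, then 50 nM substrate (final) started primer extension/strand displacement. Reads were taken at 0 and 10 min; concentration-response data were fitted to a four-parameter Hill equation.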
Pol eta inh = DNA polymerase eta (human) inhibition | Q9Y253 | recombinant Pol eta, fluorescent DNA replication assay | Potency, µM (top dose mostly 114 µM), for the others: at the top dose activity change, negative = inhibition, most hits filed as inhibitors | hit rate 1.2% among 390,000 | AID 588591; also: % is scaled to controls: 0 for no effect and ±100 for the full control effect
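Pol eta (10 nM) was preincubated with compounds for 15 min at room temperature, after which fluorescent replication substrate (50 nM final) was added to start the reaction. Fluorescence was read kinetically at 0 and 10 min.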
Pol kappa inh = blocks human DNA polymerase kappa activity; Potency, µM (series often up to 107 µM), without a hit: at the top dose activity, negative = inhibition, most hits filed as inhibitors; Q9UBT6; hit rate 0.53% among 400,000; purified Pol kappa, fluorescent DNA synthesis assay, 10 min; also: % is scaled to controls: 0 for no effect and ±100 for the full control effect
Target sequence (Q9UBT6 whole entry, looked up): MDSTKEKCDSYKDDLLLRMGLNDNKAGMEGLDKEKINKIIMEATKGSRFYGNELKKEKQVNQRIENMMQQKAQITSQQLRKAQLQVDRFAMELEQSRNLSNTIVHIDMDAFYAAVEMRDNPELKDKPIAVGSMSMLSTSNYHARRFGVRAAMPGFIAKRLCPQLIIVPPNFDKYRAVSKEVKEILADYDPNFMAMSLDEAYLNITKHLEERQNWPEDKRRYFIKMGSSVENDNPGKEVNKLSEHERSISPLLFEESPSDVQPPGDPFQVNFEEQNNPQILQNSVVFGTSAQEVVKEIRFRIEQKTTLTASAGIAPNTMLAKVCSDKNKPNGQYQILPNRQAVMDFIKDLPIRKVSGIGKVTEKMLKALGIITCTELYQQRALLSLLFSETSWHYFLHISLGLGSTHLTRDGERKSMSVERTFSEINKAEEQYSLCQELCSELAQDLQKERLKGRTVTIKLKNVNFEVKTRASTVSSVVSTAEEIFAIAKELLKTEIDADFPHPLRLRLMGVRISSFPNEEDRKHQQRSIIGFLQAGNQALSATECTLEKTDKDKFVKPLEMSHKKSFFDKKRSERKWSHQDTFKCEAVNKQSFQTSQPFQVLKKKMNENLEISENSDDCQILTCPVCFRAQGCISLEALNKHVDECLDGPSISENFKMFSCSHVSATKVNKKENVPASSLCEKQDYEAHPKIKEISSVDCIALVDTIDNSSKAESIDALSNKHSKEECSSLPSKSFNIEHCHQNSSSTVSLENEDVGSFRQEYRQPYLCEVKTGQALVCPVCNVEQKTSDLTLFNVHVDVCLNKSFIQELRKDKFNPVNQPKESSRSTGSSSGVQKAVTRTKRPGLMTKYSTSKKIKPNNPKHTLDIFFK
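Kinetic fluorescence screen: compound preincubated 15 min RT with 10 nM enzyme; 50 nM substrate (final) initiates; reads at 0/10 min.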
Active calls of the source: *; [ ] = another dose, or the depositor's remark. Calls follow the shape of the dose curve; as a rule, active = well fitted curve in the direction sought with a large enough effect; inconclusive = small, poorly fitted or top-dose-only effect, or another doubt; inactive = no such curve, though single readings can be large; an effect the other way counts as inactive or inconclusive. Potency is read from the fitted curve at half-maximal effect. A portion of the library (hit frequency here may not be typical).

`CCc1ccc(C(=O)Cc2cc3cccc(OC)c3oc2=O)cc1` gave BAZ2B inh 2%, G9a block 30%, JMJD2A Tudor 5%, APEX1 inh 3%, POLI inh -10%, BLM inh -3%, POLB inh -5%, Pol eta inh -13% and Pol kappa inh -7%.
Screening Cn1nc(C(C)(C)C)cc1C(=O)NNC(=O)c1cccc(Cl)c1 returned BAZ2B inh -1%, G9a block -6%, JMJD2A Tudor -18%, APEX1 inh -1%, POLI inh -1%, BLM inh -3%, POLB inh 30%, Pol eta inh -1% and Pol kappa inh -6%.
O=C(NC1CCN(C(=O)Nc2cccc(Cl)c2)CC1)C1CCCCC1 was read as BAZ2B inh -1%, G9a block 29%, JMJD2A Tudor 0%, APEX1 inh -7%, POLI inh 83%[activator], BLM inh -3%, POLB inh 33%, Pol eta inh -2% and Pol kappa inh -14%.
Screening COc1ccc(Cc2c(O)nc(SC)n(C(C)=O)c2=O)cc1 returned BAZ2B inh 2%, G9a block 2%[2.33 µM], JMJD2A Tudor -20%, APEX1 inh -1%, POLI inh -4%, BLM inh 0%, POLB inh -3%, Pol eta inh -4% and Pol kappa inh -1%.
For CCOC(=O)N1CCN(C(=O)c2ccc(SC)cc2OC)CC1 the results were BAZ2B inh 3%, G9a block 7%, JMJD2A Tudor -1%, APEX1 inh 2%, POLI inh 18%, BLM inh -2%, POLB inh 93%, Pol eta inh -6% and Pol kappa inh 11%.
`O=C(C1=C(O)C(=O)N(CCOCCO)C1c1cccs1)c1cccs1` (stereo not given) gave BAZ2B inh inconclusive, G9a block 45µM*, JMJD2A Tudor inconclusive, APEX1 inh -2%, POLI inh inconclusive, BLM inh -1%, POLB inh 10%, Pol eta inh -2% and Pol kappa inh -1%.
For C=CCn1c(O)c(N=NC(=O)c2ccc3c(c2)OCO3)c2ccccc21 the results were BAZ2B inh -35%, G9a block 24%[0.501 µM], JMJD2A Tudor 11%, APEX1 inh 0%, POLI inh 9%, BLM inh -2%, POLB inh 28%, Pol eta inh -4% and Pol kappa inh -1%.
Cc1cc(C)cc(NC(=O)CS(=O)(=O)c2ccccc2)c1 was read as BAZ2B inh -2%, G9a block -15%, JMJD2A Tudor -1%, APEX1 inh 6%, POLI inh 7%, BLM inh -3%, POLB inh -12%, Pol eta inh 0% and Pol kappa inh 2%.
CCN(CC)S(=O)(=O)c1cc(NS(=O)(=O)c2cccs2)ccc1C was read as JMJD2A Tudor -8%, APEX1 inh 10%, POLI inh 85%[activator], Pol eta inh -12% and Pol kappa inh -5%.
`CC(=O)Nc1ccc(NC(=O)C(C)OC(=O)c2ccccc2C(=O)c2ccc(Cl)c([N+](=O)[O-])c2)cc1` (stereo not given) gave BAZ2B inh 4%, G9a block -10%[59 µM], JMJD2A Tudor -19%, APEX1 inh 0%, POLI inh 24%, BLM inh 1%, POLB inh 44%[activator], Pol eta inh -11% and Pol kappa inh -5%.
`CCc1nc(SCC(=O)N2CCN(c3ccccc3)CC2)c2c(=O)n(C)c(=O)n(C)c2n1` gave BAZ2B inh -2%, APEX1 inh 18%, BLM inh -4% and POLB inh 0%.
`CC(=O)OC1CC(C)(C)N(OC(=O)CCCN2C(=O)c3ccccc3C2=O)C(C)(C)C1` gave BAZ2B inh 13%, G9a block 4%[59 µM], JMJD2A Tudor -14%, APEX1 inh 25%, POLI inh -5%, BLM inh 0%, POLB inh 13%, Pol eta inh -20% and Pol kappa inh -28%.
For Cn1ncc2c(N3CCOCC3)ncnc21 the results were BAZ2B inh 8%, G9a block -14%[59 µM], JMJD2A Tudor -6%, APEX1 inh 1%, POLI inh inconclusive, BLM inh -3%, POLB inh 21%, Pol eta inh -12% and Pol kappa inh -3%.
`Cc1ccc(S(=O)(=O)N(CC(=O)NCCSCc2ccco2)c2cc(C)ccc2C)cc1` gave JMJD2A Tudor -15%, POLI inh -3%, Pol eta inh -11% and Pol kappa inh -6%.
`CCOc1ccccc1NC(=O)COC(=O)c1cn(CC)c2nc(C)ccc2c1=O` gave BAZ2B inh 1%, G9a block -5%[59 µM], JMJD2A Tudor -12%, POLI inh 8%, BLM inh 0%, POLB inh 0%, Pol eta inh 2% and Pol kappa inh -2%.
`CC(=O)Nc1ccc(S(=O)(=O)N2CCOCC2)cc1` gave BAZ2B inh 0%, G9a block inconclusive, JMJD2A Tudor 9%, APEX1 inh 1%, POLI inh 3%, BLM inh 3%, POLB inh 5%, Pol eta inh -9% and Pol kappa inh 1%.
Screening COc1ccccc1NC(=O)Cn1nnc(C(=O)Nc2ccccc2)c1N returned BAZ2B inh -11%, G9a block inconclusive, JMJD2A Tudor -4%, APEX1 inh 4%, POLI inh 8%, BLM inh 1%, POLB inh -8%, Pol eta inh 13% and Pol kappa inh -13%.
CCN(CC)C(=O)CSc1nnc2nnc3cc(Cl)ccc3n12 was read as BAZ2B inh -17%, JMJD2A Tudor -20%, APEX1 inh -5%, POLI inh -4%, BLM inh -3%, POLB inh 37%, Pol eta inh -12% and Pol kappa inh -2%.
Screening COc1cc(S(=O)(=O)n2c(C)nc3ccccc32)ccc1F returned BAZ2B inh 9%, G9a block -4%[59 µM], JMJD2A Tudor -8%, APEX1 inh -5%, POLI inh -8%, BLM inh 0%, POLB inh 18%, Pol eta inh -11% and Pol kappa inh -6%.
Screening CCCCN1CC(O)=C(c2nc3ccccc3[nH]2)C1=N returned BAZ2B inh 34%[activator], G9a block -40%, JMJD2A Tudor -21%, APEX1 inh -3%, POLI inh 52%[activator], BLM inh 3%, POLB inh 16%, Pol eta inh -11% and Pol kappa inh -5%.
Screening O=C(CN1CCCCCC1)NCCc1ccc(F)cc1 returned BAZ2B inh 50µM*, G9a block 8.9µM*, JMJD2A Tudor 3.5µM*, APEX1 inh 0%, POLI inh 22%, BLM inh 3%, POLB inh 16%, Pol eta inh 7% and Pol kappa inh -7%.
O=C(c1ccc(Cl)c(NC2=NC3CS(=O)(=O)CC3S2)c1)N1CCN(c2ccccc2)CC1 (stereo not given) was read as BAZ2B inh -13%, G9a block 18%, JMJD2A Tudor -18%, APEX1 inh 14%, POLI inh 11%, BLM inh 3%, POLB inh -1%, Pol eta inh -8% and Pol kappa inh -1%.
For C/C(=N/NC(=O)c1cccs1)c1cccc(NC(=O)C2CC2)c1 the results were BAZ2B inh -2%[57.1 µM], G9a block -4%[12.7 µM], JMJD2A Tudor -7%, APEX1 inh 18%, POLI inh -2%, BLM inh -4%, POLB inh 3%, Pol eta inh 4% and Pol kappa inh -4%.
For O=C(CN(Cc1ccco1)C(=O)CNS(=O)(=O)c1ccc(Cl)cc1)NCc1ccco1 the results were BAZ2B inh -2%, G9a block -2%[59 µM], JMJD2A Tudor -17%, APEX1 inh -3%[12.4 µM], POLI inh -5%, BLM inh 2%, POLB inh 44%, Pol eta inh -16% and Pol kappa inh 2%.
For COc1ccc(Nc2nc(-c3cccc([N+](=O)[O-])c3)nc3ccccc23)cc1 the results were BAZ2B inh -24%, G9a block -9%[59 µM], JMJD2A Tudor -19%, APEX1 inh -10%, POLI inh -7%, BLM inh -6%, POLB inh 0%, Pol eta inh -18% and Pol kappa inh -8%.
Screening O=C(Cn1nnc2ccccc21)NNC(=S)NC1CCCCC1 returned BAZ2B inh 2%, G9a block -25%, JMJD2A Tudor -15%, APEX1 inh 2%, POLI inh 14%, BLM inh -3%, POLB inh -4%, Pol eta inh -12% and Pol kappa inh 12%.
For CC(C)N(Cc1ccccc1)S(=O)(=O)c1ccc(Cl)nc1 the results were BAZ2B inh 28%, G9a block -3%[2.33 µM], JMJD2A Tudor 37%[activator], APEX1 inh -20%, POLI inh -11%, Pol eta inh -17% and Pol kappa inh 8%.
Screening Cc1ccc(-c2nn(-c3ccccn3)c(=O)c3ccccc23)cc1 returned BAZ2B inh -1%, G9a block -28%, JMJD2A Tudor -16%, APEX1 inh 15%, POLI inh -25%, BLM inh -2%, POLB inh 19%, Pol eta inh -8% and Pol kappa inh -7%.
Screening COc1ccc(-c2nc3ccccc3o2)cc1NC(=O)C(C)(C)Oc1ccc(Br)cc1 returned BAZ2B inh -14%, G9a block -20%[59 µM], JMJD2A Tudor -2%, POLI inh -25%, BLM inh -4%, POLB inh 52%, Pol eta inh -2% and Pol kappa inh 2%.
For CC1Cc2cc(/C(O)=C3/C(=O)C(=O)N(CCCn4ccnc4)C3c3ccncc3)ccc2O1 (stereo not given) the results were BAZ2B inh inconclusive, JMJD2A Tudor -23%, APEX1 inh 6%, POLI inh -2%[58.9 µM], BLM inh -4%, POLB inh 7%, Pol eta inh -17% and Pol kappa inh -2%.
Cc1ccc(NC(=O)CSc2nc3ccccc3c3nc(CCc4c(C)n[nH]c4C)nn23)c(C)c1 was read as BAZ2B inh -14%, G9a block 9%[59 µM], JMJD2A Tudor -10%, POLI inh -14%, BLM inh 0%, POLB inh -30%, Pol eta inh 22% and Pol kappa inh 0%[60.1 µM].
Screening CNC1CCC(c2ccc(Cl)c(Cl)c2)c2ccccc21 (stereo not given) returned G9a block -41%[2.33 µM], APEX1 inh 0%, BLM inh -3% and Pol kappa inh -6%[60.1 µM].
`Cc1ccc(NC(=O)c2sc(-n3nc(C)c(Cc4ccc5c(c4)OCO5)c3C)nc2C)cc1C` gave BAZ2B inh -6%, G9a block 5%[59 µM], JMJD2A Tudor -24%, POLI inh -5%, BLM inh -6%, POLB inh -2%, Pol eta inh -18% and Pol kappa inh -19%.

Random excerpt: 3 records from the list, in no set order.
`Cc1ccc(NC(=O)c2sc(-n3nc(C)c(Cc4ccc5c(c4)OCO5)c3C)nc2C)cc1C` gave BAZ2B inh -6%, G9a block 5%[59 µM], JMJD2A Tudor -24%, POLI inh -5%, BLM inh -6%, POLB inh -2%, Pol eta inh -18% and Pol kappa inh -19%.
For O=C(CN(Cc1ccco1)C(=O)CNS(=O)(=O)c1ccc(Cl)cc1)NCc1ccco1 the results were BAZ2B inh -2%, G9a block -2%[59 µM], JMJD2A Tudor -17%, APEX1 inh -3%[12.4 µM], POLI inh -5%, BLM inh 2%, POLB inh 44%, Pol eta inh -16% and Pol kappa inh 2%.
Screening COc1ccc(-c2nc3ccccc3o2)cc1NC(=O)C(C)(C)Oc1ccc(Br)cc1 returned BAZ2B inh -14%, G9a block -20%[59 µM], JMJD2A Tudor -2%, POLI inh -25%, BLM inh -4%, POLB inh 52%, Pol eta inh -2% and Pol kappa inh 2%.
